# Keap1-Nrf2 PPI = disrupts human Keap1 binding to Nrf2 peptide | Q14145 | Keap1 Kelch-Nrf2 peptide fluorescence polarization, 1536-well | actives 0.15% (n = 340,000) | inhibition, % at 9.4 µM; in the data active = inhibition above about 12%;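 also: human Keap1 Kelch domain with fluorescein labeled Nrf2 9mer peptide probe; 0% = neutral control wells and 100% = peptide positive control; higher means more block of Keap1 binding to Nrf2 peptide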
# dFosB activator = mouse delta FosB homodimer activation; actives 0.99% (n = 340,000); P13346; activation, % at 25 µM; AID 493131; purified delta FosB, TAMRA-CDK5 oligo fluorescence polarization; percent of positive-control signal above neutral wells;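 active = mean activation above about 17%, with every replicate also reaching it, limit read from the data, passing the limit was not always enough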;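 also: fluorescence polarization rise as delta FosB binds a TAMRA Cdk5 AP-1 oligo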
# CDK5 inh = inhibitors of human CDK5/p35 kinase. Q00535+Q15078. inhibition, % at 10 µM. Recombinant CDK5/p35, ADP-Glo luminescence, 60 min. actives 0.01% (n = 330,000). AID 488839;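 active = highest replicate inhibition of at least 50% and at least 75% of replicates reaching 50%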;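 also: plate controls were DMSO neutral control for no effect and GW8510 at 10 µM for full effect; many of its hits are not listed in these tables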
# RTF Ca sens act = cardiac RTF calcium sensitization; IANBD-labeled TnC RTF fluorescence at EC20 calcium; 0% EC20 calcium, 100% full calcium; actives 0.24% (n = 340,000); activation, % at 7.2 µM;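 active = activation above the mean over all tested compounds plus 3 SD, cut at about 30% in these data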;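 also: rise in fluorescence read as greater calcium sensitivity of cardiac thin filaments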
# PvdQ inh = blocks Pseudomonas aeruginosa PvdQ acylase activity | purified PvdQ acylase, fluorescence plate reader | inhibition, % at 10 µM | actives 0.063% (n = 340,000) | AID 488965; in the data active = inhibition above about 30%, passing the limit was not always enough;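 also: 0% = vehicle neutral wells and 100% = reference inhibitor wells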
# SUMO Mot1 rescue = blocks SUMOylation pathway, rescuing yeast Mot1-301 growth | S. cerevisiae Mot1-301 growth rescue, ATP luminescence, 38.5C; percent above DMSO median, 100 means doubled | growth rescue, % at 18.8 µM | actives 1% (n = 320,000);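 active = every valid replicate shows activation above 250% relative to neutral control wells; inactive = the rest, any valid replicate at or below 250%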;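 also: OY570 slx delta 5 strain wells were the positive control but not used for scaling; some compounds called inactive have numbers as strong as hits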
# Rtt109 HAT inh = inhibitors of Candida albicans Rtt109/Vps75 histone acetyltransferase | Q5AAJ8 | purified Rtt109/Vps75, ThioGlo CoA-SH fluorescence, 4 h | inhibition, % at 34.9 µM | actives 0.16% (n = 330,000) | AID 540336;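 active = inhibition of at least 50% in every replicate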
# RTF Ca sens inh = cardiac RTF calcium desensitization | P19429+P45379 | IANBD-labeled cardiac RTF, Ca2+ fluorescence | inhibition, % at 7.15 µM | actives 0.12% (n = 340,000);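 active = inhibition above the mean inhibition of all tested compounds plus 3 SD, cut at about 17% in these data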;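 also: assay run at fixed EC70 calcium of 1.6 mM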
# NSD2 inh = inhibitors of human histone methyltransferase NSD2. NSD2 peptide methylation, AlphaScreen, 120 min. inhibition, % at 12.5 µM. actives 0.54% (n = 310,000); in the data active = inhibition above about 50%
# Target sequence (O96028 whole entry, looked up): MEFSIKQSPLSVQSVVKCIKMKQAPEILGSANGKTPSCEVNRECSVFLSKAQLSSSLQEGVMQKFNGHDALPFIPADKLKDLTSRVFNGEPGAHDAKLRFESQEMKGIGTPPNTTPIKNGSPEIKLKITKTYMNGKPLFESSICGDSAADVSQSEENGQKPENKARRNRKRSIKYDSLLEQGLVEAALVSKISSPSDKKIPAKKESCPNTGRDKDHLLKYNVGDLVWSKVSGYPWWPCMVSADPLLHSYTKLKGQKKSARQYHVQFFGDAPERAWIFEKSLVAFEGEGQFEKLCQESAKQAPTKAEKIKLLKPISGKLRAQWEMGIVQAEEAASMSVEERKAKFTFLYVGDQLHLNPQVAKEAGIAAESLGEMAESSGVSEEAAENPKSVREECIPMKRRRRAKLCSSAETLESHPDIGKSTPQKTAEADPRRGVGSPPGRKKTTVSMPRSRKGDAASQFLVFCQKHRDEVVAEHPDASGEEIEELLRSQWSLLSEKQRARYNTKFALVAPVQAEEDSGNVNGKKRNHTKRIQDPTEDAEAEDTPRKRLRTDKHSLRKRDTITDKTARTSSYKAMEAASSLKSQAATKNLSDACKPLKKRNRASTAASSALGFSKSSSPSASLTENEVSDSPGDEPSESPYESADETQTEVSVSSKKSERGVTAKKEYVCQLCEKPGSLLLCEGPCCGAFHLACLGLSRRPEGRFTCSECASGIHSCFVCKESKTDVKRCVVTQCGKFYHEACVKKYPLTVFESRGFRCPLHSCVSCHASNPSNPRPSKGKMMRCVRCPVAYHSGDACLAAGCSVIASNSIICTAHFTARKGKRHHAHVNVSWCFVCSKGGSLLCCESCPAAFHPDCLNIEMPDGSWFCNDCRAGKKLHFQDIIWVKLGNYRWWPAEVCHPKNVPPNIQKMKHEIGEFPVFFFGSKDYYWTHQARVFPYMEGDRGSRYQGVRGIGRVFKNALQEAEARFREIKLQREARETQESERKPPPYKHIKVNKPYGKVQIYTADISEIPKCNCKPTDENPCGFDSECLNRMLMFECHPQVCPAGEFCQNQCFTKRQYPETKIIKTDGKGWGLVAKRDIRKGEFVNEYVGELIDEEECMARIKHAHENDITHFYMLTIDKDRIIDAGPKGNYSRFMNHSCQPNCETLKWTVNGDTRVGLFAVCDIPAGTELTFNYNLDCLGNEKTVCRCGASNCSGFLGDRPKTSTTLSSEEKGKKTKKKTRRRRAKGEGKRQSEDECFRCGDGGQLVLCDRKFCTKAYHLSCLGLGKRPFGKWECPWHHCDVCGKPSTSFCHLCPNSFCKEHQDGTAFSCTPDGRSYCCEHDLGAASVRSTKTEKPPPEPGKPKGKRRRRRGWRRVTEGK
# PfHsp90 set2 = inhibits growth of yeast expressing Plasmodium falciparum Hsp90; S. cerevisiae expressing PfHsp90, BacTiter-Glo ATP, 48 h; yeast lacking PDR1 and PDR3 efflux regulators; inhibition, % at 9.4 µM; actives 0.32% (n = 310,000); AID 504621;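 active = every replicate shows inhibition above about 80%, whatever the replicate mean, limit read from the data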;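 also: 0% = DMSO neutral controls and 100% = 20 µM radicicol positive controls; yeast relying on Plasmodium falciparum Hsp90 in place of its own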
# LANA DNA inh = blocks KSHV LANA C-terminal domain binding to DNA; MBP-C-LANA/FAM-LBS DNA binding, fluorescence polarization; inhibition, % at 9 µM; actives 0.078% (n = 340,000); AID 504423;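 active = highest replicate inhibition at or above 60% at 9 µM, even if other replicates fall short; inactive = all replicates below 60% inhibition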;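 also: 0% = neutral control wells and 100% = 4 µM acridine orange control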
# * marks the source's active call; other numbers are inactive results; . = not tested or not shown.
SMILES,Keap1-Nrf2 PPI,dFosB activator,CDK5 inh,RTF Ca sens act,PvdQ inh,SUMO Mot1 rescue,Rtt109 HAT inh,RTF Ca sens inh,NSD2 inh,PfHsp90 set2,LANA DNA inh
O=C(Nc1ccc2ccccc2c1)c1cc(F)c(F)cc1Cl,-2,-4,-1.2,-4,-6,9,-8,-4,-2,-38,-2.9
CCOC(=O)N1CCN(C(c2ccc(C(C)C)cc2)c2sc3nc(C)nn3c2O)CC1 (configuration not stated),1,-2,-0.1,4,-9,-11,1,0,.,8,0.1
CCOc1ccccc1-n1c(SCC(N)=O)nnc1-c1cccnc1,-3,-5,1.7,2,-9,-4,3,3,1,11,-1.1
O=C(O)c1ccc(NC(=O)C2CCCCC2)cc1,-1,1,-0.6,-4,4,-28,17,6,0,-10,0.0
CCOC(=O)N1CCC(n2c(SCC(=O)OCc3ccccc3)nc3ccsc3c2=O)CC1,-2,-5,0.4,-6,0,510,4,-12,-7,.,-0.4
CC(=O)c1ccc(NC(=O)COC(=O)CCC2CCCC2)cc1,-5,-8,-0.7,-3,-12,-17,5,-13,14,-49,-0.9
S=C(NCc1cccc(Cl)c1)NCc1ccco1,-2,-3,0.4,-2,-8,-5,-6,-1,0,-12,0.8
O=C1CCCN2N=C(SCC(=O)Nc3nccs3)SC2=N1,-4,-5,-2.7,9,-3,19,-5,0,1,10,-0.6
COc1cc(S(=O)(=O)NCCCN2CCOCC2)ccc1-n1cnnn1,1,3,1.2,3,-6,-8,-3,-19,-3,-3,1.1
O=C(C1CC(c2ccc(F)cc2)=NO1)N1CCc2ccccc2C1 (configuration not stated),-5,-1,0.1,0,15,-10,-1,-4,.,-19,-0.8
CCCNc1nc(Cl)nc(NCc2cccnc2)n1,1,2,2.0,1,-2,4,4,-9,42,13,-2.0
CSc1ccc(NC(=O)NCCCN2CCC(Cc3ccccc3)CC2)cc1,-4,-13,0.0,-5,-10,-9,3,-5,4,-9,-1.3

# Nothing new here: entries from further up.
SMILES,Keap1-Nrf2 PPI,dFosB activator,CDK5 inh,RTF Ca sens act,PvdQ inh,SUMO Mot1 rescue,Rtt109 HAT inh,RTF Ca sens inh,NSD2 inh,PfHsp90 set2,LANA DNA inh
CCOC(=O)N1CCN(C(c2ccc(C(C)C)cc2)c2sc3nc(C)nn3c2O)CC1 (configuration not stated),1,-2,-0.1,4,-9,-11,1,0,.,8,0.1
CCOc1ccccc1-n1c(SCC(N)=O)nnc1-c1cccnc1,-3,-5,1.7,2,-9,-4,3,3,1,11,-1.1

# Additional entries:
SMILES,Keap1-Nrf2 PPI,dFosB activator,CDK5 inh,RTF Ca sens act,PvdQ inh,SUMO Mot1 rescue,Rtt109 HAT inh,RTF Ca sens inh,NSD2 inh,PfHsp90 set2,LANA DNA inh
Cc1ccc2c(c1)N(CC(=O)NC1CCCC1)C(=O)c1cccnc1O2,0,-3,-0.5,8,-13,-5,2,-2,.,.,-1.2
Cc1nc2ccc(S(=O)(=O)NCC(=O)NCCN3CCCCC3C)cc2s1 (configuration not stated),-3,-2,1.3,9,11,-10,-38,-13,1,-5,4.7
CC(C)n1ncc(C(N)=O)c1N,-2,6,0.2,-1,-12,0,0,-5,-2,1,-1.1
CC(=O)N1CCN(C(=O)c2cc3ccccc3o2)CC1,0,0,-2.0,-2,-4,-7,-4,0,4,-9,-0.4
CCN(CCN(C)C)C(=O)c1ccc2c(c1NCCO)C(=O)c1ccccc1C2=O,-6,20*,2.9,6,-8,4,14,-11,23,21,-1.3
O=[N+]([O-])c1cc(F)cc(F)c1Nc1cc(F)cc(F)c1,1,1,-2.6,-7,3,.,-7,1,-1,-8,0.1
CCCC(NC(=O)COc1cc2c(c3oc(=O)cc(C)c13)CCC(C)(C)O2)C(=O)O (configuration not stated),0,7,-0.4,-2,-11,-10,-8,-1,2,-15,-1.8
Cn1ccc(=Nc2ccc(NC(=O)c3ccc(N=c4ccn(C)c5ccc([N+](=O)[O-])cc45)cc3)cc2)cc1,-3,62*,2.8,-7,-12,52,.,-12,2,3,-1.9
CC(Sc1ncnc2ccccc12)C(=O)Nc1ccc2c(c1)OCO2 (configuration not stated),1,-4,0.3,4,-6,-16,13,-7,6,16,-0.7
COCC(=O)NC1CCN(C(=O)Nc2ccc(Br)cc2)CC1,-1,-1,1.4,1,6,167,-15,0,21,.,0.1
CCc1nnc(NC(=O)CSc2nnc(-c3ccco3)n2C)s1,0,-4,-1.4,1,-10,3,-7,-7,11,0,1.0
CSCCC(NC(=O)c1ccc(Cl)cc1Cl)C(=O)OC1CCCCC1=O (configuration not stated),-6,-2,1.6,-4,-12,4,-6,-2,13,.,0.4
NC(=O)C1CCN(C(=O)COc2ccc3ccc(=O)oc3c2)CC1,-3,-5,0.2,-1,1,-5,3,-7,.,-2,2.1
O=[N+]([O-])c1ccc(N2CCCCC2)cn1,0,-1,-0.4,-5,29,5,21,-1,0,-23,-1.1
CC1CCN(c2nc(-c3ccco3)c3c(c2C#N)CC(C)(C)OC3)CC1,-1,-18,1.3,-1,-4,28,1,-7,.,18,2.4
COCCn1c(C)cc(/C=C2/SC(=O)N(CC(=O)N3CCCC3)C2=O)c1C,4,-12,-2.4,0,-5,-3,14,-1,20,5,0.8
COc1cc(C(=O)Nc2cc(OC)c(OC)c(OC)c2)ccc1OCc1c(C)noc1C,-4,3,0.5,-4,-12,5,-4,-7,0,-39,0.0
Cc1cnn(CCC(=O)NNC(=S)Nc2ccc(F)cc2)c1,3,2,1.0,-6,-2,-7,-6,8,-6,26,0.9
COc1ccccc1NC(=S)N(CCCN1CCOCC1)Cc1ccccn1,1,-3,1.8,-3,-13,-9,10,0,0,10,0.6
N#Cc1cccc(NC(=O)CCn2ccnc2)c1,3,0,-0.3,-4,-6,-5,0,-2,-1,5,2.6
Cn1cccc1C1(C(F)(F)F)NCCNC1=O (configuration not stated),-2,-4,0.9,-4,-11,5,-10,-10,-3,42,0.3
Cc1ccc(NC(=O)/C(=C/c2cccc(Br)c2)NC(=O)c2ccco2)cc1,-4,4,1.8,6,-4,0,8,-13,.,16,-1.5
CCOC(=O)N1CCN(C(=O)CCc2ccc(S(=O)(=O)NC(C)C)cc2)CC1,5,2,1.3,5,-14,33,0,-6,-1,-1,-1.9
O=C(O)c1ccccc1NCc1ccncc1,0,0,0.4,-5,-4,-15,2,-3,-4,0,1.4
O=C(N/C(=C/c1ccc(Br)cc1)C(=O)N1CCCCC1)c1ccccc1F,-6,-2,1.8,2,-10,-15,5,2,-1,6,-1.8
COc1cccc(CNC(=O)CCCn2nc(C)c3c(C)n(-c4ccc(C)cc4)nc3c2=O)c1OC,-4,-4,-0.1,-2,-6,-3,-6,-3,1,-3,1.1
CC(C)N1CCC(=NNc2ccc([N+](=O)[O-])cc2S(=O)(=O)N2CCOCC2)CC1,-2,0,0.0,3,12,-8,0,1,12,.,-1.1
COc1ccccc1C1/C(=C(/O)c2cnn(-c3ccccc3)c2C)C(=O)C(=O)N1CCN(C)C (configuration not stated),-5,-12,-0.4,-1,-2,.,-5,-13,-5,34,0.1
Cc1ccccc1S(=O)(=O)/N=C(/Nc1nc2ccccc2s1)c1ccccc1,1,-7,-3.1,0,-1,7,14,-3,-1,7,4.7
Cc1ccc2oc(-c3cccc(NC(=O)/C=C/c4cccc([N+](=O)[O-])c4)c3C)nc2c1,1,-7,-0.8,5,-5,19,5,-2,8,-4,0.0
CC(=O)c1cccc(NC(=O)N2CCCC2C(=O)NCc2ccc(F)cc2)c1 (configuration not stated),-5,-3,-0.8,8,-14,.,-29,-4,-2,4,-3.2
Cc1nc2c(c(=O)c3ccccc3n2C)c(=O)n1C1CCCCCC1,7,-29,-0.2,8,-8,16,2,-1,1,1,2.7
CC(Oc1ccccc1F)C(=O)NNC(=O)Cc1ccc(S(=O)(=O)N2CCOCC2)s1 (configuration not stated),-1,-1,0.4,-3,-13,.,-3,-4,0,.,-0.4
CCOC(=O)C1CCCN(C(=O)c2ccc(C)cc2O)C1 (configuration not stated),-6,8,1.9,-1,7,2,13,-1,-1,4,0.6
COc1cc(C(=O)Nc2ccc(S(=O)(=O)N3CCc4ccccc43)cc2)cc(OC)c1OC,-7,6,-0.6,3,7,-14,12,-9,2,15,-2.3
CC(C)OCCCNC(=O)c1cccs1,-2,8,-0.8,8,-11,9,1,-2,2,-14,-1.7
COc1ccc(S(=O)(=O)N2CCOCC2)cc1NC(=O)COC(=O)CCOc1ccc(C)cc1,3,-12,-0.3,-6,2,97,19,-3,-3,.,0.4
Cc1cc(C)cc(Nc2ncnc3nc[nH]c23)c1,1,-1,1.0,1,-6,-5,3,-2,9,55,-0.8
O=C(NCCN1CCN(c2ccccc2Cl)CC1)Nc1ccccc1,-6,-4,-0.4,-5,-12,27,-3,2,0,10,-2.2
CCOc1ccc(C(=O)Nc2cc(C)on2)cc1OCC,-2,-4,1.4,-3,2,5,-3,0,0,11,-1.3
Oc1ccc(C[C@@H]2CNC(=S)N2CCCCC2CCCCC2)cc1,1,-18,-1.1,-5,-4,1,-6,-17,.,-36,-1.4

# Look-ups from the entries so far.
# Result of `CCOC(=O)C1CCCN(C(=O)c2ccc(C)cc2O)C1` (configuration not stated) in RTF Ca sens act: -1
# Result of `CC1CCN(c2nc(-c3ccco3)c3c(c2C#N)CC(C)(C)OC3)CC1` in PfHsp90 set2: 18
# Result of `Cc1ccc2c(c1)N(CC(=O)NC1CCCC1)C(=O)c1cccnc1O2` in SUMO Mot1 rescue: -5
# Result of `CC(=O)c1ccc(NC(=O)COC(=O)CCC2CCCC2)cc1` in LANA DNA inh: -0.9
# Result of `CCOc1ccccc1-n1c(SCC(N)=O)nnc1-c1cccnc1` in Keap1-Nrf2 PPI: -3
# Result of `CC(C)n1ncc(C(N)=O)c1N` in LANA DNA inh: -1.1
# Result of `Cc1ccc(NC(=O)/C(=C/c2cccc(Br)c2)NC(=O)c2ccco2)cc1` in PfHsp90 set2: 16

# Sorted by number of heavy atoms (descending): part of the list above.
SMILES,Keap1-Nrf2 PPI,dFosB activator,CDK5 inh,RTF Ca sens act,PvdQ inh,SUMO Mot1 rescue,Rtt109 HAT inh,RTF Ca sens inh,NSD2 inh,PfHsp90 set2,LANA DNA inh
COc1ccc(S(=O)(=O)N2CCOCC2)cc1NC(=O)COC(=O)CCOc1ccc(C)cc1,3,-12,-0.3,-6,2,97,19,-3,-3,.,0.4
Oc1ccc(C[C@@H]2CNC(=S)N2CCCCC2CCCCC2)cc1,1,-18,-1.1,-5,-4,1,-6,-17,.,-36,-1.4
CCOc1ccc(C(=O)Nc2cc(C)on2)cc1OCC,-2,-4,1.4,-3,2,5,-3,0,0,11,-1.3
CC(C)OCCCNC(=O)c1cccs1,-2,8,-0.8,8,-11,9,1,-2,2,-14,-1.7
